High-throughput results: PubChem, several laboratories
G6PDH CS – counter-screen for G6PDH assay hits: L. mesenteroides G6PDH inhibition | Purified L. mesenteroides G6PDH, diaphorase/resazurin coupled fluorescence, 45 min | inhibition, % at 5 µM | actives 0.12% (n = 200,000); in the data active = inhibition above about 50%
Hsp70 activator – Hsp70 transcriptional activation, primary screen; AID 1203; HeLa Hsp70 promoter luciferase reporter, luminescence; scaled: vehicle 0, proteasome-inhibitor control 100%; activation, % at 10 µM; actives 0.04% (n = 200,000);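 active = activation above the mean across all tested compounds plus 3 SD, cutoff set per campaign, cut at about 5.5% in these data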;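 also: 100% = MG132 at 30 µM as the positive control and 0% = DMSO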
STAT3 act – STAT3 signaling activation; U3A cells, IL-6 STAT3-luciferase reporter, luminescence; 100% = signal with IL-6 EC80 alone; activation (% of control), % at 5.6 µM; actives 0.91% (n = 190,000);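 active = activation above the screen-wide mean of compound activation plus 3 SD, cut at about 130% in these data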;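 also: 0% = background luminescence of wells with medium and substrate only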
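Assay system – human STAT1-deficient U3A cells with stable STAT3-luciferase reporter · Also added – IL-6 (33 ng/mL) · Schedule – compound 1 h, then IL-6 6 h at 37 °C · Technique – reporter luminescence signal · Evaluation – % activation versus median of IL-6-stimulated wells · Benchmarks – IL-6-only wells as 100% reference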
TLR4 MyD88 comp – blocks binding of human TLR4 to MyD88. inhibition, % at 8.4 µM. HeLa CL3-4 TLR4/MyD88 BLA complementation, FRET ratio. O00206+Q99836. actives 0.18% (n = 200,000); in the data active = inhibition above about 25%;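 also: 0% = vehicle and 100% = reference inhibitor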
Target sequence (O00206 whole entry, looked up): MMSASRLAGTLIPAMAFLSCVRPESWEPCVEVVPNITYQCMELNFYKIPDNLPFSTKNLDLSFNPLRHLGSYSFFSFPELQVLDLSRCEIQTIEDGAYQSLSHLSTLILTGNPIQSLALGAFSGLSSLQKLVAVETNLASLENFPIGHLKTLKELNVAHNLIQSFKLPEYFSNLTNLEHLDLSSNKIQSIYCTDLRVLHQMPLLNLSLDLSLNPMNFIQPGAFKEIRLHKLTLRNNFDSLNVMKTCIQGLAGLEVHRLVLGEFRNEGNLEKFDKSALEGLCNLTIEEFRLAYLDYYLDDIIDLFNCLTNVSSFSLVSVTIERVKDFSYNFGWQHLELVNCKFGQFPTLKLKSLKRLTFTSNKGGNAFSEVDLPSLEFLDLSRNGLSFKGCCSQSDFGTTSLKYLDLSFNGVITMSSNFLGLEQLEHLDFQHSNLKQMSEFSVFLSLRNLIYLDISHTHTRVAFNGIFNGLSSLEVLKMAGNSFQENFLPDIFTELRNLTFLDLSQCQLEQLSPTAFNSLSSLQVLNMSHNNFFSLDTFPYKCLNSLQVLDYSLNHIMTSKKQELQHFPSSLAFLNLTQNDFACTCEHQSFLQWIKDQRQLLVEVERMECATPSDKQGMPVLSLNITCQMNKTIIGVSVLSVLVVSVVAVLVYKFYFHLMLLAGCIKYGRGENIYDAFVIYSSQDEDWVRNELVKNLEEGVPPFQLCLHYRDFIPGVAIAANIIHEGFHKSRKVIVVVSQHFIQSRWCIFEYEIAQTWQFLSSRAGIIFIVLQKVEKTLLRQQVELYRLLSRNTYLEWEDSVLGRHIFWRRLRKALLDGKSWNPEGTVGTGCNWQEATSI
Target sequence (Q99836 whole entry, looked up): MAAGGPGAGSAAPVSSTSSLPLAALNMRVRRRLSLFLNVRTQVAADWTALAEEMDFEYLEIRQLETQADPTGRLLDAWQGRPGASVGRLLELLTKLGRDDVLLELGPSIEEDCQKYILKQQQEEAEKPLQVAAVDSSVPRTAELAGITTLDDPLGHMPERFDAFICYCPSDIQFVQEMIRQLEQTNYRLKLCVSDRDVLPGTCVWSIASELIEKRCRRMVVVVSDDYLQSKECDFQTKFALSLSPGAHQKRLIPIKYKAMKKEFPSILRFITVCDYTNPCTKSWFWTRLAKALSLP
STAT1 activator – activators of IFN-gamma induced STAT1 signaling; NIH 3T3 STAT1-luciferase reporter, luminescence; 100% = IFN-gamma alone, no compound; activation (% of control), % at 5.5 µM; actives 2.6% (n = 200,000);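 active = activation above the screen-wide mean activation plus 3 SD, cut at about 130% in these data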;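 also: raw ratio to IFN-gamma control signal so 100% means no change and 0% no light; values of inactives mirror those of a sister screen read the other way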
STAT1 blocker – STAT1 signaling inhibition. NIH 3T3 STAT1-luciferase reporter, IFN-gamma, luminescence. inhibition, % at 5.5 µM. actives 0.35% (n = 200,000);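 active = inhibition above a set limit, the mean inhibition across all tested compounds plus 3 SD, cut at about 34% in these data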;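 also: 0% = IFN-gamma with DMSO and 100% = IFN-gamma with 300 µM nifuroxazide; values of inactives mirror those of a sister screen read the other way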
Diaph inh CS – inhibits diaphorase or chemically oxidizes, flagging diaphorase assay artifacts; inhibition, % at 20 µM; actives 0.69% (n = 190,000); AID 1217; diaphorase resazurin-to-resorufin fluorescence, NADH, 16 min; bacterial (C. kluyveri) enzyme, not human;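 active = primary screen inhibition at 20 µM above a set limit, cut at about 50% in these data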;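 also: plate controls were DMSO with full reaction for no effect and wells lacking NADH for full effect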
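Detection: fluorescence of resorufin formed from resazurin, Ex 544/Em 590 nm; test system: Clostridium kluyveri diaphorase enzyme; amount: 0.14 U/mL diaphorase, enzyme working solution; times: 16-min room-temperature incubation before reading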
Diaph act CS – counter-screen for diaphorase-based assays: diaphorase activators and chemical reducers; activation factor at 20 µM; actives 0.005% (n = 190,000); Diaphorase/resazurin coupled assay, resorufin fluorescence, 16 min; active compounds read high; 1 = vehicle wells, 0 = NADH-free wells; AID 1229;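 active = diaphorase activity raised at least twofold by the compound at 20 µM; inactive = activation factor below 2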
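Test system: Clostridium kluyveri diaphorase, purified enzyme. Buffer or medium: 50 mM HEPES pH 7.4 buffer plus MgCl2 and Tween 20. Also added: 0.114 mM NADH and 0.1 mM resazurin, final amounts. Dosing: compound 20 µM once, DMSO 1%. Schedule: 16 min enzyme reaction, ambient temperature. Detection: fluorescence of resorufin, 544 nm excitation, 590 nm emission.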
APP 5UTR inh – APP translation inhibition | inhibition, % at 2 µM | AID 1285 | actives 0.82% (n = 190,000) | SH-SY5Y APP 5'UTR-luciferase reporter, luminescence;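 active = inhibition above a set limit, derived from the sample mean plus 3 SD, cut at about 45% in these data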; also: values of inactives mirror those of a sister screen read the other way
STAT3 blocker – reduces IL-6 driven STAT3 reporter signal | AID 862 | actives 0.89% (n = 190,000) | U3A cells, IL-6 STAT3-luciferase reporter, luminescence; host cell line lacks STAT1 | inhibition, % at 5.5 µM;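 active = inhibition above the mean inhibition across all screened compounds plus 3 SD, cut at about 44% in these data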;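 also: 0% = DMSO only wells and 100% = 100 µM nifuroxazide control wells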
The depositor's hits bear a star.

COc1cc(OC)c(OC)cc1C#N was read as G6PDH CS 2, Hsp70 activator 0.0, STAT3 act 101, TLR4 MyD88 comp -5, STAT1 activator 105, STAT1 blocker -7, Diaph inh CS 4, Diaph act CS 1, APP 5UTR inh -3 and STAT3 blocker 0.
C/C=C/c1ccc(OCCN2CCc3ccccc3C2)c(OC)c1 was read as G6PDH CS 1, Hsp70 activator -0.6, STAT3 act 104, TLR4 MyD88 comp -3, STAT1 activator 110, STAT1 blocker -11, Diaph inh CS 14, Diaph act CS 0.9, APP 5UTR inh 6 and STAT3 blocker -1.
`Clc1ccc(OCc2cn3cccnc3n2)c2ncccc12` gave G6PDH CS 2, Hsp70 activator -0.1, STAT3 act 107, TLR4 MyD88 comp -1, STAT1 activator 124, STAT1 blocker -26, Diaph inh CS 11, Diaph act CS 0.9, APP 5UTR inh -18 and STAT3 blocker -5.
CSCCC(Nc1ccc(S(=O)(=O)N2CCOCC2)cc1[N+](=O)[O-])C(=O)OCC(=O)N(C(C)C)C(C)C (centres undefined) was read as G6PDH CS 5, Hsp70 activator -0.2, STAT3 act 107, TLR4 MyD88 comp -1, STAT1 activator 86, STAT1 blocker 16, Diaph inh CS 22, Diaph act CS 0.8, APP 5UTR inh -6 and STAT3 blocker -11.
`CC(C)(C)NC(=O)CSc1nc(-c2ccccc2)cc(=O)[nH]1` gave G6PDH CS 16, Hsp70 activator -0.1, STAT3 act 100, TLR4 MyD88 comp 2, STAT1 activator 106, STAT1 blocker -8, Diaph inh CS 14, Diaph act CS 0.9, APP 5UTR inh -7 and STAT3 blocker 7.
For O=C(CSc1ccccn1)C12CC3CC(CC(C3)C1)C2 the results were G6PDH CS -3, Hsp70 activator -0.3, STAT3 act 96, TLR4 MyD88 comp 10, STAT1 activator 104, STAT1 blocker -5, Diaph inh CS 3, Diaph act CS 1, APP 5UTR inh -6 and STAT3 blocker 9.
For Cc1cc(CNC(=O)CCc2nnc(CCCCc3ccccc3)o2)nn1C the results were G6PDH CS 3, Hsp70 activator -0.3, STAT3 act 108, TLR4 MyD88 comp -9, STAT1 activator 102, STAT1 blocker -5, Diaph inh CS 5, Diaph act CS 0.9, APP 5UTR inh -18 and STAT3 blocker -4.
`COCCn1c(C)cc(C(=O)COC(=O)c2ccc(-n3nc(C)cc3C)cc2)c1C` gave G6PDH CS 2, Hsp70 activator 0.3, STAT3 act 84, TLR4 MyD88 comp -9, STAT1 activator 104, STAT1 blocker -4, Diaph inh CS 26, Diaph act CS 0.7, APP 5UTR inh 9 and STAT3 blocker 23.
O=C(c1cc([N+](=O)[O-])ccc1N1CCCCC1)N1CCCC1 was read as G6PDH CS 2, Hsp70 activator -0.3, STAT3 act 97, TLR4 MyD88 comp 1, STAT1 activator 95, STAT1 blocker 5, Diaph inh CS 12, Diaph act CS 0.9, APP 5UTR inh -18 and STAT3 blocker 5.
`O=C(O)CCCCCN1C(=O)/C(=C/c2ccncc2)SC1=S` gave G6PDH CS 10, Hsp70 activator -0.1, STAT3 act 107, TLR4 MyD88 comp 8, STAT1 activator 94, STAT1 blocker 7, Diaph inh CS -2, Diaph act CS 1, APP 5UTR inh 4 and STAT3 blocker -4.
`CCC(=O)n1nc(-c2ccc(OC)cc2)nc1N` gave G6PDH CS 0, Hsp70 activator 0.0, STAT3 act 129, TLR4 MyD88 comp 7, STAT1 activator 103, STAT1 blocker -4, Diaph inh CS 5, Diaph act CS 0.9, APP 5UTR inh 1 and STAT3 blocker -28.
`O=C(Cc1ccc(Nc2nc3ccc(Br)cc3[nH]2)cc1)NCCc1cccs1` gave G6PDH CS 4, Hsp70 activator -0.3, STAT3 act 104, TLR4 MyD88 comp -1, STAT1 activator 106, STAT1 blocker -7, Diaph inh CS 8, Diaph act CS 0.9, APP 5UTR inh -11 and STAT3 blocker 0.
Screening Cc1cc(=O)oc2cc(OC(=O)c3cncc(Br)c3)ccc12 returned G6PDH CS 5, Hsp70 activator -0.2, STAT3 act 98, TLR4 MyD88 comp -15, STAT1 activator 96, STAT1 blocker 4, Diaph inh CS 3, Diaph act CS 1, APP 5UTR inh -13 and STAT3 blocker 5.
Screening CCCCNS(=O)(=O)c1ccc(NC(=O)c2c(-c3ccccc3Cl)noc2C)cc1 returned G6PDH CS 1, Hsp70 activator 0.0, STAT3 act 105, TLR4 MyD88 comp 5, STAT1 activator 100, STAT1 blocker 0, Diaph inh CS 14, Diaph act CS 0.9, APP 5UTR inh 11 and STAT3 blocker -10.
For Cc1ccc2nc(NC(=O)CN(C)S(=O)(=O)c3ccc(Br)s3)sc2c1 the results were G6PDH CS 0, Hsp70 activator -0.4, STAT3 act 92, TLR4 MyD88 comp 6, STAT1 activator 104, STAT1 blocker -4, Diaph inh CS 24, Diaph act CS 0.8, APP 5UTR inh 6 and STAT3 blocker 9.
`CC(C)OC(=O)CSc1nc(N)c(C#N)c(-c2cccs2)c1C#N` gave G6PDH CS 7, Hsp70 activator -0.1, STAT3 act 75, TLR4 MyD88 comp 7, STAT1 activator 85, STAT1 blocker 17, Diaph inh CS 13, Diaph act CS 0.9, APP 5UTR inh -6 and STAT3 blocker 33.
C=COCCNC(=S)N1CCOCCOCCN(C(=S)NCCOC=C)CCOCC1 was read as G6PDH CS -2, Hsp70 activator -0.3, STAT3 act 98, TLR4 MyD88 comp 6, STAT1 activator 98, STAT1 blocker 3, Diaph inh CS 14, Diaph act CS 0.9, APP 5UTR inh -29 and STAT3 blocker 10.
For Cc1cccnc1NC(=O)c1ccccc1NC(=O)C(C)(C)C the results were G6PDH CS 1, Hsp70 activator -0.2, STAT3 act 102, TLR4 MyD88 comp 2, STAT1 activator 99, STAT1 blocker 1, Diaph inh CS 2, Diaph act CS 1, APP 5UTR inh -5 and STAT3 blocker 2.
For COc1ccc(-c2cc(C(=O)Nc3cc(C)nn3-c3ccccc3)no2)cc1OC the results were G6PDH CS 7, Hsp70 activator -0.2, STAT3 act 95, TLR4 MyD88 comp 6, STAT1 activator 102, STAT1 blocker -5, Diaph inh CS 5, Diaph act CS 1, APP 5UTR inh 2 and STAT3 blocker 13.
For CC(=O)Nc1c(C(=O)NCc2ccccc2)nnn1Cc1ccccc1 the results were G6PDH CS 0, Hsp70 activator -0.1, STAT3 act 98, TLR4 MyD88 comp 10, STAT1 activator 98, STAT1 blocker 2, Diaph inh CS 14, Diaph act CS 0.9, APP 5UTR inh 1 and STAT3 blocker 7.
For COc1ccccc1Cn1c(=S)[nH]c2cc(C(=O)NCCN3CCOCC3)ccc2c1=O the results were G6PDH CS 7, Hsp70 activator 0.1, STAT3 act 98, TLR4 MyD88 comp 22, STAT1 activator 94, STAT1 blocker 7, Diaph inh CS 6, Diaph act CS 0.9, APP 5UTR inh 2 and STAT3 blocker 7.
CCOC(=O)N1CCN(C(=O)c2cccc(OC)c2O)CC1 was read as G6PDH CS 5, Hsp70 activator 0.1, STAT3 act 103, TLR4 MyD88 comp -7, STAT1 activator 99, STAT1 blocker 1, Diaph inh CS 20, Diaph act CS 0.8, APP 5UTR inh -3 and STAT3 blocker -3.
`CCOc1ccccc1NC1=C(Cl)C(=O)N(c2ccc(OC)cc2)C1=O` gave G6PDH CS 10, Hsp70 activator -0.2, STAT3 act 103, TLR4 MyD88 comp 0, STAT1 activator 95, STAT1 blocker 5, Diaph inh CS 9, Diaph act CS 0.9, APP 5UTR inh 12 and STAT3 blocker -1.
COc1ccc(-c2nnc3ccc(SCC(=O)NCc4ccco4)nn23)cc1 was read as G6PDH CS -6, Hsp70 activator 0.0, STAT3 act 107, TLR4 MyD88 comp -6, STAT1 activator 102, STAT1 blocker -2, Diaph inh CS 20, Diaph act CS 0.8, APP 5UTR inh -4 and STAT3 blocker -5.
For Cc1ccc(-c2c(C#N)c(N)nc3c2CCCCC3)cc1 the results were G6PDH CS 2, Hsp70 activator -0.3, STAT3 act 100, TLR4 MyD88 comp -3, STAT1 activator 100, STAT1 blocker 0, Diaph inh CS 6, Diaph act CS 0.9, APP 5UTR inh 4 and STAT3 blocker 6.
Screening COc1cc2c(cc1NC(=O)CSc1nc3ccccc3[nH]1)oc1ccccc12 returned G6PDH CS -58, Hsp70 activator -0.3, STAT3 act 102, TLR4 MyD88 comp -13, STAT1 activator 98, STAT1 blocker 2, Diaph inh CS 29, Diaph act CS 0.7, APP 5UTR inh -8 and STAT3 blocker 3.
O=C(NNC(=O)c1ccccc1-c1ccccc1C(=O)O)c1cccc([N+](=O)[O-])c1 was read as G6PDH CS 8, Hsp70 activator -0.3, STAT3 act 95, TLR4 MyD88 comp 1, STAT1 activator 95, STAT1 blocker 6, Diaph inh CS 9, Diaph act CS 0.9, APP 5UTR inh 12 and STAT3 blocker 9.
`CCP(=O)(CC)C(C)(C)CP(=O)(c1ccccc1)c1ccccc1` gave G6PDH CS 5, Hsp70 activator -0.2, STAT3 act 103, TLR4 MyD88 comp -3, STAT1 activator 104, STAT1 blocker -4, Diaph inh CS 15, Diaph act CS 0.9, APP 5UTR inh -10 and STAT3 blocker 4.
Screening COc1ccc(OC)c(C(C)NC(C)=O)c1 (centres undefined) returned G6PDH CS 1, Hsp70 activator -0.2, STAT3 act 95, TLR4 MyD88 comp 1, STAT1 activator 103, STAT1 blocker -3, Diaph inh CS 8, Diaph act CS 0.9, APP 5UTR inh -15 and STAT3 blocker 8.
CCN(CC)c1ccc(NC(=O)c2nc3nc(C)cc(C(F)F)n3n2)cc1 was read as G6PDH CS 3, Hsp70 activator 0.1, STAT3 act 89, TLR4 MyD88 comp -1, STAT1 activator 96, STAT1 blocker 4, Diaph inh CS 1, Diaph act CS 1, APP 5UTR inh 4 and STAT3 blocker 18.
O=C(CN1C(=O)c2ccccc2C1=O)NCCc1c[nH]c2ccc(Cl)cc12 was read as G6PDH CS 5, Hsp70 activator 0.1, STAT3 act 87, TLR4 MyD88 comp -2, STAT1 activator 94, STAT1 blocker 7, Diaph inh CS 18, Diaph act CS 0.8, APP 5UTR inh -1 and STAT3 blocker 15.
`COC(=O)c1ccc(OC)c(-c2c(OC)cc(OC)cc2OC)c1` gave G6PDH CS 1, Hsp70 activator -0.3, STAT3 act 99, TLR4 MyD88 comp 3, STAT1 activator 99, STAT1 blocker 4, Diaph inh CS 18, Diaph act CS 0.8, APP 5UTR inh 8 and STAT3 blocker -2.
For CCCNC(=O)C(=O)N/N=C/c1cccs1 the results were G6PDH CS 11, Hsp70 activator 0.1, STAT3 act 104, TLR4 MyD88 comp 4, STAT1 activator 101, STAT1 blocker -1, Diaph inh CS 14, Diaph act CS 0.9, APP 5UTR inh -5 and STAT3 blocker -6.

Rows are unselected (roughly 6.1% active in at least one column).
